PAFAH2 inh = PAFAH2 enzyme inhibitors, primary screen, biochemical, fluorescence polarization, human. recombinant PAFAH2, FP-rhodamine activity probe. inhibition, % at 3.39 µM. AID 492956, 2010. 0.99% of 340,000 active;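 active = inhibition above the mean over all tested compounds plus 3 SD, cut at about 30% in these data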;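 note: inhibitors block probe labeling of enzyme so polarization drops; 0% = enzyme with DMSO and 100% = wells lacking PAFAH2 protein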
Fh CTSL1 inh = Fasciola hepatica cathepsin L1 inhibitors, primary screen, counter-screen for PFM18AAP inhibitor project, biochemical, QFRET, fluorogenic peptide substrate; 0.49% of 300,000 active; inhibition, % at 5.96 µM; recombinant F. hepatica cathepsin L1, Z-Leu-Arg-MCA fluorescence; AID 1906, 2009;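 active = inhibition above the mean of all tested compounds plus 3 SD, set per screening campaign, cut at about 17% in these data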;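 note: 0% = plate median of test compound wells and 100% = 1 µM Z-Phe-Ala-diazomethylketone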
proCasp7 act = procaspase-7 activators, primary screen, counter-screen for procaspase-3 activator project, biochemical, absorbance, HTS, human; 0.093% of 330,000 active; Caspase-7 (Homo sapiens), P55210; activation, % at 8.5 µM; recombinant procaspase-7, Ac-DEVD-pNA absorbance 405 nm; D23A/D198A/D206A triple mutant, cannot self-cleave; scale: DMSO 0, 5 µM enzyme 100;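 active = percent activation above the screen-wide mean plus 3 SD, cut at about 25% in these data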
Target sequence (P55210 whole entry D23A/D198A/D206A): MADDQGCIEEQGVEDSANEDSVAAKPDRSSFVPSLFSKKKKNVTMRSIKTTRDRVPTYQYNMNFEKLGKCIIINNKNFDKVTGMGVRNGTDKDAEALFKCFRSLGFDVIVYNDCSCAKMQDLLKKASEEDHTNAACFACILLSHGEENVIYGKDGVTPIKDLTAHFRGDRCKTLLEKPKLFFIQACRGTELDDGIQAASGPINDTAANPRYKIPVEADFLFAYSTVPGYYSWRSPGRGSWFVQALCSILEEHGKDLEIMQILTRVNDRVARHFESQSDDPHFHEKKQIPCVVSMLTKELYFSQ
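Assay system: Uncleavable procaspase-7 mutant enzyme; Input: 2 µM procaspase-7 mutant as dispensed; Also added: DEVD-pNA substrate; Medium: Zinc-free HEPES pH 7.4 with 300 mM NaCl, 0.01% Triton X-100; Timing: 1 h compound preincubation, 2 h substrate cleavage, 25 °C; Measured by: Epi-absorbance of released pNA at 405 nm, two timepoints.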
TPT1 inh = Candida albicans TPT1 enzyme inhibitors, primary screen, biochemical, fluorescence polarization. tRNA 2'-phosphotransferase TPT1 (Candida albicans SC5314). recombinant caTPT1, FP RNA substrate dephosphorylation. inhibition, % at 5 µM. 0.81% of 300,000 active. AID 1962, 2009;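 active = inhibition above the mean of all tested compounds plus 3 SD, set per screening campaign, cut at about 24% in these data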;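 note: plate controls were DMSO alone for no effect and ferristatin control at 100 nM for full effect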
PP1 counter = PP1-alpha phosphatase inhibitors, primary screen, counter-screen for PP5 inhibitor project, biochemical, fluorescence, OMFP substrate, single point | Serine/threonine-protein phosphatase PP1-alpha catalytic subunit (Homo sapiens), P62136 | purified PP1alpha | inhibition, % at 6.7 µM | 0.9% of 320,000 active | AID 2235, 2010;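 active = inhibition above the mean inhibition of all tested compounds plus 3 SD, computed separately for each screening campaign, cut at about 15% in these data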
Target sequence (P62136 whole entry, looked up): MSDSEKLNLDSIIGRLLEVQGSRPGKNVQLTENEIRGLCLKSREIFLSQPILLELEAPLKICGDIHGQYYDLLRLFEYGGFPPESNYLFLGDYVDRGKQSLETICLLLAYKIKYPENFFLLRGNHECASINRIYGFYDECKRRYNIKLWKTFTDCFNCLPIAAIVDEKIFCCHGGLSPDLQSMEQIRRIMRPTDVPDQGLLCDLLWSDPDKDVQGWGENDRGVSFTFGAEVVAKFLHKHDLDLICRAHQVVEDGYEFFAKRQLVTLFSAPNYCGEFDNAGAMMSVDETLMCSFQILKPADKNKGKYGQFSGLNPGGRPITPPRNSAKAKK
core dimer inh = inhibitors of HCV core protein dimerization, primary screen, biochemical, TR-FRET, high-throughput. 0.33% of 300,000 active. inhibition, % at 5 µM. TR-FRET GST/Flag-core106 dimerization, 1536-well;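 active = inhibition above the mean of all tested compounds plus 3 SD, set per screening campaign, cut at about 45% in these data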
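Test system: GST/Flag-tagged HCV core106 proteins; Medium: KF-containing HEPES buffer, pH 7.45, DTT, CHAPS, BSA; Times: compound-protein-antibody incubation 4 h at 22.5 °C; Detection: TR-FRET 671 and 617 nm emission; Benchmarks: wells lacking GST-core106 and wells with excess unlabelled core106.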
AHR activator = AHR activators, primary screen, cell-based, luminescence, luciferase reporter, human; AID 2796, 2010; Aryl hydrocarbon receptor (Homo sapiens), P35869; 2.5% of 320,000 active; AHR-responsive luciferase reporter cells; activation, % at 5 µM; in the data active = activation above about 47%;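 note: 0% = vehicle wells and 100% = reference agonist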
procasp3 activ = activators of human procaspase-3 D3A mutant, primary screen, biochemical, absorbance, PC-3 D3A mutant, single concentration | activation, % at 8.5 µM | AID 463141, 2010 | recombinant procaspase-3 D3A, Ac-DEVD-pNA absorbance 405 nm | Caspase-3 (Homo sapiens), P42574 | 0.11% of 330,000 active;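 active = activation above the mean of all tested compounds plus 3 SD, cut at about 21% in these data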;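 note: 0% = DMSO alone and 100% = DMSO wells spiked with extra 5 µM PC-3 D3A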
Target sequence (P42574 whole entry D9A/D28A/D175A): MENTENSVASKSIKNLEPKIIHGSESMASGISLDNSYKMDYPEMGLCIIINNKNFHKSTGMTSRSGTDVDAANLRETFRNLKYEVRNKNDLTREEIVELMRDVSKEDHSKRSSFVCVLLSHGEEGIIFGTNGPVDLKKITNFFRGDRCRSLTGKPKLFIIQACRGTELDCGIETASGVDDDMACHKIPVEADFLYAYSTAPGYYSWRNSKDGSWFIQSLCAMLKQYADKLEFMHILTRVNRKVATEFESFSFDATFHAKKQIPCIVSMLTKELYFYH
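material = Procaspase-3 D3A mutant | probe or stimulus = Ac-DEVD-pNA | compound = single dose, 8.5 µM nominal compound, 0.8% DMSO | timing = 1 h preincubation, 2 h reaction | measured by = 405 nm absorbance of p-nitroaniline, reads at 0 and 120 min | benchmarks = DMSO-only low control, 5 µM PC-3 D3A high control | repeats = singlicate, each compound tested once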
PP5 primary = PP5 phosphatase inhibitors, primary screen, biochemical, fluorescence. Serine/threonine-protein phosphatase 5 (Homo sapiens), P53041. purified PP5c, OMFP substrate fluorescence. inhibition, % at 6.7 µM. 0.18% of 320,000 active. AID 1987, 2009;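 active = inhibition above the campaign's mean inhibition across all tested compounds plus 3 SD, cut at about 9.5% in these data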;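 note: 0% = DMSO only and 100% = 100 µM cantharidin control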
* marks the source's active call; other numbers are inactive results; · = no result given.

SMILES	PAFAH2 inh	Fh CTSL1 inh	proCasp7 act	TPT1 inh	PP1 counter	core dimer inh	AHR activator	procasp3 activ	PP5 primary
C(=N\N1CCN(c2ccccn2)CC1)/C1=C(N2CCOCC2)C(=C/c2ccccc2)/CC1	-4	1	1	3	0	0	3	5	1.6
C=CCn1c(-c2ccccc2)nc(=S)c2c1CCCC2	-2	-1	-1	0	-3	19	2	-1	4.3
Cc1c(C(=O)OCC(=O)Nc2c(C)n(C)n(-c3ccccc3)c2=O)oc2ccccc12	-11	-1	4	0	-5	-7	0	-5	4.3
CC(NC(=O)CCc1ccc(S(=O)(=O)NC2CCCCC2)cc1)c1ccccc1 (configuration not stated)	2	0	4	0	-2	-9	1	-12	2.2
N=C1C(c2ccccc2)=C(O)CN1c1cccc(O)c1	0	2	8	-7	-4	1	0	3	1.9
CCNc1nc(NCC)n2c(SCC(=O)Nc3ccc(C)cc3Br)nnc2n1	4	·	-3	·	·	·	2	4	·
CCOC(=O)c1c(N)sc(C(O)(C(F)(F)F)C(F)(F)F)c1-c1ccc(Cl)cc1	-13	1	3	3	1	-1	3	0	6.7
CCOc1ccc(NC(=O)Nc2nc(SCC)ns2)cc1	-9	2	-1	-1	4	-7	0	2	1.8
c1ccc(COc2cncc(-c3cccnc3)c2)cc1	-4	·	-1	·	-5	·	16	-8	1.3
CCOCCCNC(=O)C(C)NS(=O)(=O)c1ccc(C)cc1 (configuration not stated)	1	1	1	0	0	8	0	4	-0.1
CCN(CC)CCCN=Cc1c(O)n(Cc2ccccc2)c(=O)c2ccccc12	3	1	-4	1	-2	-8	3	-1	2.9
COc1ccc(OC)c(-c2csc(NC(=O)CSc3ccc(Br)cc3)n2)c1	-15	2	-2	4	1	7	21	0	3.7

Some of these compounds in order of their number in AHR activator, highest first.
canonical_smiles	AHR activator
COc1ccc(OC)c(-c2csc(NC(=O)CSc3ccc(Br)cc3)n2)c1	21
CCOC(=O)c1c(N)sc(C(O)(C(F)(F)F)C(F)(F)F)c1-c1ccc(Cl)cc1	3
Cc1c(C(=O)OCC(=O)Nc2c(C)n(C)n(-c3ccccc3)c2=O)oc2ccccc12	0

Further compounds
SMILES	PAFAH2 inh	Fh CTSL1 inh	proCasp7 act	TPT1 inh	PP1 counter	core dimer inh	AHR activator	procasp3 activ	PP5 primary
Cc1ccc(C)c(CN2C(=O)c3ccccc3S(=O)c3ccc(C(=O)N4CCN(c5ccccn5)CC4)cc32)c1 (configuration not stated)	-2	-3	4	-2	6	0	1	-2	2.2
Cc1ccccc1NC(=O)Cn1nc(C(F)(F)F)cc1C1CC1	5	7	1	1	-2	-8	2	7	2.5
COc1cccc(CN2CCC(Oc3ccc(C(=O)NCc4ccccn4)cc3)CC2)c1	2	0	-6	2	-2	0	3	2	0.9
Cc1c(N(C(=O)c2ccccn2)C2(C(=O)NC3CCCCC3)CCCCC2)c(=O)n(-c2ccccc2)n1C	0	1	12	3	-7	-2	4	-2	-1.2
CN(C)C(=O)N1CCN(c2nc(-c3ccccc3)cs2)CC1	6	1	1	-1	-4	-53	-1	8	2.2
Cc1ccc(/C=N/NC(=O)Cn2ccc(C(F)(F)F)n2)o1	-1	1	3	-5	0	-17	2	8	2.4
Cc1nc2cc(NC(=O)CS(=O)(=O)c3ccccc3)ccc2s1	-2	5	-1	0	-2	1	6	-3	-0.1
Cc1nc(C(F)(F)F)c(C(=O)O)cc1-c1nc(-c2ccccc2)cs1	-1	3	-10	0	-3	0	-2	-6	-3.2
CSc1nc(O)c(C(c2ccc(OC(C)C)cc2)c2c(O)nc(SC)[nH]c2=O)c(=O)[nH]1	14	-1	8	-4	1	0	-3	-2	-2.1
COc1cccc(-c2noc(CCC(=O)NC3CCCCC3)n2)c1	-4	3	5	-2	-3	-3	0	7	0.6
COc1n[nH]c(C(=O)NCc2ccccc2)c1[N+](=O)[O-]	-3	-3	11	-1	-2	0	-3	1	-2.0
COC(=O)CSc1nnc(-c2cccnc2)o1	5	0	-2	-2	-2	-2	3	6	-0.8
CCOc1cc2c(C#N)c(N3CCNCC3)nc(N)c2c(N)n1	1	5	1	0	3	-11	2	1	5.6
Cc1nc2ccc(Br)cn2c1NC(C)(C)C	1	-2	-9	-1	-3	-1	-1	-6	0.8
CCOc1ccc(Br)cc1/C(C)=N\NC1=NCCN1	-1	-1	10	-6	3	-5	38	3	-2.6
Cc1cc(C2=NNC(=NCCc3ccccc3)SC2)c(C)n1CC1CCCO1 (configuration not stated)	16	0	-17	-7	5	21	1	-3	2.1
CN(Cc1nc2c(s1)CCCC2)C(=O)CCc1nnc(-c2ccccc2)o1	·	0	-2	0	-2	-1	3	-4	2.5
O=C(CSc1nnnn1C1CCCCC1)Nc1ccccc1F	2	2	8	5	-4	2	7	2	-0.9
Cc1nnc(NC(=O)c2ccccc2Br)s1	-3	-1	5	0	0	-5	3	-7	-0.4
Cc1ccc(-n2c(Cn3nc(C(F)(F)F)cc3C)n[nH]c2=S)cc1	6	3	-2	3	-2	-2	1	-6	1.4
CCN1CCN(CC(=O)Nc2ccc(Cl)c(Cl)c2)C(=O)C1=O	0	1	2	0	-4	-2	8	7	-1.4
COc1cccc(C(=O)N2CCN(Cc3ccc4c(c3)OCO4)CC2)c1OC	3	-1	6	-3	-2	-2	0	3	-0.2
CC(=O)N=C1SC2CS(=O)(=O)CC2N1c1cccc(Cl)c1Cl (configuration not stated)	-6	-5	14	-6	-5	-6	-3	-2	-1.1
O=C(CCc1ccccc1)Nc1nnc(-c2ccccn2)o1	10	2	6	-3	-2	-3	0	-1	-0.3
Cc1ccc(S(=O)(=O)NCCC(=O)OCC(=O)N2CCCC2=O)cc1	1	-20	6	3	-6	1	3	-1	0.2
c1cncc(-c2nc3ccccc3s2)c1	-3	-7	0	-6	3	-3	41	-1	0.5
Cc1nonc1NC(=O)CSc1nc2cc(Cl)ccc2c2c1CCCC2	2	8	2	6	0	16	2	4	2.1
Cc1ccc(OCC(=O)N2CCN(C(=O)c3ccncc3)CC2)cc1	-6	3	5	0	2	-1	-2	5	-0.2
N=c1c(C(=O)NCCc2ccccc2)cc2c(=O)n3ccccc3nc2n1CCCN1CCOCC1	1	-2	-12	1	1	3	1	-15	0.3
CC1(C)CC(=O)C=C(c2ccc3ncccc3c2)C1	11	·	17	·	-3	·	8	1	0.6
CCNc1ccc(S(=O)(=O)N(C)C)cc1NCC(=O)Nc1ccc(Br)cc1F	-4	-1	0	-2	1	-7	-2	7	4.2
COc1ccccc1NS(=O)(=O)c1ccc(N/N=C(\C)C(C)C)c([N+](=O)[O-])c1	4	3	3	1	2	4	3	-4	2.8
CN1C(=O)S/C(=C/c2cccn2-c2cccc(C(=O)O)c2)C1=O	0	2	10	1	-1	1	1	-1	3.1
O=C(COC(=O)CC1CC2CCC1C2)NCc1ccc(Cl)cc1 (configuration not stated)	25	·	10	·	·	·	0	4	·
COc1ccc(S(=O)(=O)NCc2ccccn2)c(Cl)c1Cl	-6	-2	1	-6	2	2	0	7	-0.6
CCOC(=O)C(NC(C)=O)C(=O)Nc1ccc(C(C)C)cc1 (configuration not stated)	0	2	7	-2	1	5	1	3	0.9
C/C(=N\Nc1ccc(C(F)(F)F)cc1[N+](=O)[O-])C(C)C	-8	2	1	1	-2	-1	-1	6	-0.7
CNC(=O)CSc1nc2ccccc2c(=O)n1C1CCCCC1	-3	-10	9	-5	6	-1	2	3	-3.6
Cc1ccc(N(CC(=O)NC2CCCC2)C(=O)CNC(=O)c2cccs2)cc1C	4	0	3	-2	0	-3	-1	1	4.8
CCCN(CC(=O)Nc1ccccc1C)C(=O)c1ccc2[nH]c3c(c2c1)CC(C)CC3 (configuration not stated)	9	·	5	·	13	·	18	-3	6.0
Cc1cccc(C)c1-n1c(C)nn(CC2CC2)c1=O	-2	2	5	-2	-1	0	2	-2	2.2
CCCN1CNc2c(c(=O)[nH]c(=S)n2CCc2ccccc2)C1	-6	-3	-7	3	-1	0	7	5	1.4
COc1ccc(O)c(C(=O)c2cnc3c(c2)c(C)nn3CCO)c1	19	-1	-10	2	0	2	1	1	-0.2
O=C(Nc1cccc(S(=O)(=O)N2CCCCCC2)c1)c1ccc2ccccc2n1	-17	-4	2	-1	6	12	20	9	1.0
O=S(=O)(Cc1cccc(C(F)(F)F)c1)c1ncn[nH]1	7	5	1	3	-3	0	0	-8	-0.3
CCCc1n[nH]c2c1C(=O)CC(C)(C)C2	5	-2	-4	0	2	-2	-2	-7	2.6
Cc1c(NC(=O)CSc2nnnn2-c2ccc(C(=O)O)cc2)c(=O)n(-c2ccccc2)n1C	8	0	0	5	-1	0	-1	-2	-1.3
Cc1nn(-c2ccccc2)c(N2CCCC2)c1/C=N/NC(=O)c1cc(-c2cccnc2)nc2ccccc12	2	0	13	4	5	10	26	6	3.0
O=C(Nc1ccc2c(c1)OCCO2)c1ccc(S(=O)(=O)N2CCCCC2)cc1	5	-4	0	5	-2	1	6	-5	1.4
NS(=O)(=O)c1ccc(CCN=Cc2ccccc2O)cc1	-3	5	1	-5	-1	0	-1	6	-1.1
COc1ccc(C(=O)OC(C)CN2CCOCC2)cc1 (configuration not stated)	-6	1	24	2	-1	2	1	0	0.5
N=c1c(-c2nc3ccccc3[nH]2)cc(C(=O)c2cccs2)nn1-c1ccccc1	2	4	-4	0	0	10	25	10	-2.6
COc1ccc(S(=O)(=O)N2CCCC(C(=O)NC3CCCC3)C2)cc1OC (configuration not stated)	-4	-1	-2	-3	2	-8	-1	2	2.5
CN(Cc1nc(-c2ccccc2)no1)C1CCOCC1	0	-8	-7	-1	-4	-1	13	-3	0.0
CN1CCN(C(=O)/C=C/c2ccc(Cl)cc2)CC1	-2	-1	4	3	-2	-5	2	4	-0.5
COc1ccc(C2=NS(=O)(=O)N(C)C(C(=O)Nc3ccc4c(c3)OCO4)=C2)cc1OC	2	1	-10	2	-1	21	40	12	2.5
COc1ccc(NC(=O)Nc2cccnc2)c(OC)c1	6	14	-6	-5	-5	-2	91*	5	0.0
Cc1ccc(S(=O)(=O)Nc2cccc(C(=O)NC3CCN(Cc4ccccc4)CC3)c2)cc1F	5	2	1	-2	-4	-7	-3	-1	0.2

High-throughput results (PubChem)
